# NCI-60 one-dose screen, 48 h, at 10 µM unless noted. Numbers give growth in % (100 = growth as untreated, 0 = no growth, -100 = all killed).
# EKVX = EKVX NSCLC; hit rate 3% among 71,000; AID 1794765
# M14 = M14 melanoma; AID 1794745; hit rate 6.2% among 80,000
# SK-MEL-5 = SK-MEL-5 melanoma; AID 1794755; hit rate 6.4% among 80,000
# HOP-62 = HOP-62 NSCLC | hit rate 3.9% among 80,000
# SK-MEL-28 = SK-MEL-28 melanoma; hit rate 4.1% among 81,000
# A549/ATCC = A549/ATCC NSCLC | hit rate 3.7% among 81,000 | AID 1794740
# HOP-92 = HOP-92 NSCLC cells; hit rate 6.3% among 71,000; AID 1794738
# CCRF-CEM = CCRF-CEM leukemia. hit rate 7% among 77,000. AID 1794778
# * hit, by the source's call; . = no result given; & = joins results of further samples; [ ] = another dose, or the depositor's remark. How the source made its calls: active means growth percent below 10; inactive means the rest.
SMILES,EKVX,M14,SK-MEL-5,HOP-62,SK-MEL-28,A549/ATCC,HOP-92,CCRF-CEM
O=C1NCC(c2cc3ccccc3[nH]c2=O)Nc2ccccc21 (stereo unspecified),105.9,101.0,97.2,90.6,102.9,92.4,104.2,110.1
Cc1ccccc1Cn1cc(CSc2nc3ccccc3s2)nn1,94.8,94.7,97.7,101.5,103.1,102.8,101.8,104.4
O=C1NC(=S)NC(=O)C1=Cc1ccc(Cl)c([N+](=O)[O-])c1,103.8,98.6,106.2,109.5,110.8,105.6,143.3,98.9
COc1cc(C2CC(c3ccc(Br)cc3)=NN2)cc(OC)c1OC (stereo unspecified),67.7,76.6,59.4,105.0,99.7,97.0,99.1,54.8
CN1CCN(Cc2ccc(NC(=O)c3cccc(C#Cc4cnc(N)c5ncccc45)c3F)cc2C(F)(F)F)CC1,66.8,-76.4*,44.1,49.4,.,38.2,26.5,7.7*
CC1CN(c2oc(-c3ccc([N+](=O)[O-])cc3)nc2C#N)CC(C)O1 (stereo unspecified),95.2,103.3,103.9,98.9,105.5,101.6,.,100.2
CC1(C)CC[C@]2(C(=O)O)CC[C@]3(C)C(=CCC4[C@@]5(C)C[C@@H](O)[C@@H]6OC(c7ccccc7)OC[C@@]6(C)C5CC[C@]43C)C2C1 (stereo partly specified),59.0,72.2,88.1,90.0,96.3,39.9,37.1,47.5
CCN=C1C=CC(=C(c2ccc(N(CC)CC)cc2)c2ccc(N(CC)CC)cc2)c2ccccc21,-40.0*,-67.0*,-99.5*,-71.8*,-67.6*,-59.8*,-72.8*,1.1*
COc1ccc(C(=O)COc2ccc(/C=C3\CSc4ccccc4C3=O)cc2)cc1,102.4,110.2,101.2,92.3,110.2,102.2,89.3,79.9
CC1(c2ccccc2)NC(=O)N(CC(=O)Nc2ccc(C(=O)/C=C/c3ccccc3)cc2)C1=O (stereo unspecified),58.2,48.2,20.4,85.9,62.3,44.3,50.7,35.7
Cc1ccc(-c2c3sc4ccccc4nc-3c3cc(C)c(C)cc3c2=O)cc1C,102.1,101.6,100.8,106.5,112.0,106.4,92.9,95.0
C=CCCCCOc1cccc(/C=C2\N=C3SCCCN3C2=O)c1,95.9,102.5,99.0,94.5,108.5,93.2,.,121.2
Cc1nc2ccccc2nc1CSc1nc2ccccc2c(=O)[nH]1,87.3,91.5,95.0,89.8,87.8,97.3,61.9,84.3
COc1cc(C(=O)NNC(=O)c2ccc(NC(=O)CN=[N+]=[N-])cc2)cc(OC)c1OC,111.4,107.7,103.2,99.1,122.1,85.6,100.0,91.9
N#C/C(=C\c1cn(Cc2ccccc2)c2ccccc12)C(=O)Nc1ncc(Cc2ccccc2Cl)s1,28.7,38.9,57.6,12.5,29.9,8.7*,-6.1*,37.0
COC(=O)CC[C@@H](C)[C@H]1CC[C@H]2C3CC[C@@H]4C[C@@H]5CC[C@]4(C)[C@@]3(O5)[C@H](Br)[C@@H](Br)[C@]12C (stereo partly specified),84.8,90.6,99.3,85.8,104.7,68.6,93.4,95.6
COc1cc(-c2nc3sc(C4CC4)nn3c2-c2ccc(F)cc2)cc(OC)c1OC,.,84.8,76.4,92.4,83.5,76.0,.,.
O=C(N/N=C/c1ccc(Cl)cc1)c1ccc2nc(-c3ccc([N+](=O)[O-])cc3)[nH]c2c1,102.9,89.6,93.4,101.4,85.5,100.6,107.5,81.1
COc1ccc(-c2cscc2N)cc1,51.4[100 µM],76.1,48.8,55.8,96.4,76.7,68.7[100 µM],31.3[100 µM]
O=C(c1cc2cccnc2n1-c1ccc(Cl)c(Cl)c1)N1CC(F)C1,110.2,127.8,99.8,106.1,128.9,103.7,94.0,103.9
Cn1c(SCC(=O)N/N=C/c2ccc(C(F)(F)F)cc2)nc2ccccc2c1=O,70.5,86.6,.,114.8,87.5,77.9,102.2,78.2
CCOC(=O)C/C(=N\Nc1cc(=O)n(C)c2ccccc12)C(=O)OCC,101.5,95.4,98.7,98.2,105.4,101.2,89.4,97.3
CCOC(=O)C(C(=O)OCC)c1ccc(Cl)cc1,101.5,103.1,99.7,100.5,111.4,104.9,93.8,103.8
COc1cccc(COc2ccc(NC(=O)Nc3ccc(Cl)c(C(F)(F)F)c3)cc2)c1,35.2,62.6,-77.0*,34.3,69.6,16.0,6.1*,34.1
O=C(O)c1ccccc1Oc1cc(-c2ccco2)nc(OCCn2cncn2)n1,95.3,105.2,98.5,88.7,113.1,92.6,85.7,83.2
C=CC(O)CN (stereo unspecified),107.6,109.6,105.4,103.9,109.9,102.0,127.6,.
CC/C(=C(\c1ccc(O)cc1)c1ccc(OCCN(C)C(=O)CCOCCNC(=O)c2ccc3c(c2)CN([C@@H]2CCC(=O)NC2=O)C3=O)cc1)c1ccccc1,89.1,92.8,87.9,94.4,101.5,82.2,43.7,26.1
Nc1n[nH]c2ccc([C@@H]3Nc4cc5c(cc4[C@H]4C6CCC(C6)[C@@H]34)C(=O)NC5)cc12 (stereo partly specified),48.9,7.7*,.,39.4,59.2,26.4,75.3,10.5
CCc1ccc(SC2c3cc(OC)ccc3Oc3nc(N)c(C#N)c(N)c32)cc1 (stereo unspecified),-76.2*,-14.1*,-95.9*,1.3*,0.9*,-41.2*,-38.5*,1.8*
COc1cccc(-c2nn(-c3ccccc3)cc2-c2ccnc(NCCCNS(=O)(=O)c3ccc(C)cc3)c2)c1,68.6,46.6,45.2,92.2,.,44.1,43.2,35.0
CCc1c2c(nc3ccc(OCc4ccc(B5OC(C)(C)C(C)(C)O5)cc4)cc13)-c1cc3c(c(=O)n1C2)COC(=O)[C@]3(O)CC,35.0,2.9*,-54.8*,-4.2*,32.8,10.8,-9.7*,8.7*
O=C(NCc1ccc(F)c(Cl)c1)C1C2C(=O)N(c3ccc(Cl)cc3)C(=O)C2C2c3ccccc3C=NN12 (stereo unspecified),94.3,98.8,95.3,83.4,103.1,104.7,84.8,97.7
N#C/C(=C\c1ccc(-c2cc(Cl)ccc2Cl)o1)c1nc2ccccc2c(=O)[nH]1,83.2,103.5,101.9,103.9,99.8,100.9,90.4,95.1
O=C(NC1CCN(Cc2ccccc2)CC1)c1cc(-c2cccnc2)nc2ccc(Cl)cc12,.,77.9,50.2,100.6,94.1,56.3,56.5,64.0
CCN(CC)C(=O)c1c(-[n+]2noc(=O)[nH]2)no[n+]1[O-],96.1,99.3,.,108.7,105.7,102.5,108.9,101.3
NC[C@H]1O[C@H](OC2[C@@H](N)C[C@@H](N)[C@H](O[C@H]3O[C@H](CO)[C@@H](O)[C@H](N)[C@H]3O)[C@H]2O)[C@H](O)[C@@H](O)[C@@H]1O (stereo partly specified),105.1,105.2,107.7,112.8,101.1,104.1,93.7,97.1

# Part of the list above, set out differently:
Compound	EKVX	M14	SK-MEL-5	HOP-62	SK-MEL-28	A549/ATCC	HOP-92	CCRF-CEM
O=C(O)c1ccccc1Oc1cc(-c2ccco2)nc(OCCn2cncn2)n1	95.3	105.2	98.5	88.7	113.1	92.6	85.7	83.2
C=CC(O)CN (stereo unspecified)	107.6	109.6	105.4	103.9	109.9	102.0	127.6	.
CC/C(=C(\c1ccc(O)cc1)c1ccc(OCCN(C)C(=O)CCOCCNC(=O)c2ccc3c(c2)CN([C@@H]2CCC(=O)NC2=O)C3=O)cc1)c1ccccc1	89.1	92.8	87.9	94.4	101.5	82.2	43.7	26.1
Nc1n[nH]c2ccc([C@@H]3Nc4cc5c(cc4[C@H]4C6CCC(C6)[C@@H]34)C(=O)NC5)cc12 (stereo partly specified)	48.9	7.7*	.	39.4	59.2	26.4	75.3	10.5
CCc1ccc(SC2c3cc(OC)ccc3Oc3nc(N)c(C#N)c(N)c32)cc1 (stereo unspecified)	-76.2*	-14.1*	-95.9*	1.3*	0.9*	-41.2*	-38.5*	1.8*
COc1cccc(-c2nn(-c3ccccc3)cc2-c2ccnc(NCCCNS(=O)(=O)c3ccc(C)cc3)c2)c1	68.6	46.6	45.2	92.2	.	44.1	43.2	35.0
CCc1c2c(nc3ccc(OCc4ccc(B5OC(C)(C)C(C)(C)O5)cc4)cc13)-c1cc3c(c(=O)n1C2)COC(=O)[C@]3(O)CC	35.0	2.9*	-54.8*	-4.2*	32.8	10.8	-9.7*	8.7*
O=C(NCc1ccc(F)c(Cl)c1)C1C2C(=O)N(c3ccc(Cl)cc3)C(=O)C2C2c3ccccc3C=NN12 (stereo unspecified)	94.3	98.8	95.3	83.4	103.1	104.7	84.8	97.7
N#C/C(=C\c1ccc(-c2cc(Cl)ccc2Cl)o1)c1nc2ccccc2c(=O)[nH]1	83.2	103.5	101.9	103.9	99.8	100.9	90.4	95.1

# Next part:
SMILES,EKVX,M14,SK-MEL-5,HOP-62,SK-MEL-28,A549/ATCC,HOP-92,CCRF-CEM
CCCCC(=O)N/N=C/c1cc(I)cc(I)c1O,.,56.4,78.9,42.5,58.8,46.6,48.7,14.9
C=CCNC(N)=S,101.5,107.9,101.7,.,103.2,102.3,106.8,45.4
Oc1c(Cl)cc(Cl)c2cccnc12,51.5&58.9,53.0&63.7,28.1&33.2,71.2&49.7,65.5&83.2,30.6,49.7,36.4&31.0
NC(=O)c1ccc(-c2c3ccccc3cc3c2ccc2ccccc23)cc1,67.7,14.9,40.8,65.7,60.0,63.1,76.4,37.8
CC(C)c1cc(C(C)C)c(S(=O)(=O)Oc2ccc(NC(=O)C3CCCCCCC3)cc2)c(C(C)C)c1,81.5,85.8,69.4,87.2,108.8,78.9,75.0,67.6
O=C(NC1CCCCC1)c1ccc(Nc2ncnc3c2cnn3-c2ccccc2)cc1,.,69.1,75.4,-66.5*,62.2,16.6,37.7,64.9
CCC(c1ccc(O)cc1)C(CC)c1ccc(O)c(F)c1 (stereo unspecified),84.2,80.5,66.4,94.5,78.9,89.0,59.5,.
C=C(C)COc1ccc(C)cc1,90.7,102.8,111.2,109.6,111.0,104.1,99.3,99.9
CN1CCN(c2ccc(C(=O)/C=C/c3ccc(F)c(C(F)(F)F)c3)cc2)CC1,101.9,93.7,83.8,114.8,105.1,83.2,62.4,69.8
O=[N+]([O-])c1cccc(-c2nnc(CSc3nnc(-c4ccccc4O)o3)o2)c1,110.0,110.3,104.0,108.1,111.8,104.4,94.8,103.3
COc1ccc(Nc2nc(N)n(Cc3cccc(Br)c3)n2)cc1,6.4*,0.7*,-93.3*,35.1,5.8*,19.6,-36.9*,10.2
COc1ccc(/C=C2\SC(=O)N(Cc3cc4ccccc4nc3Cl)C2=O)cc1OC,104.9,115.4,83.5,120.4,114.2,117.4,93.0,101.4
Cn1c2ccc(O)cc2c2cc3ncccc3nc21,40.7,90.4,60.4,68.3,98.0,49.7,92.9,78.8
Clc1ccc(-c2nc(-c3ccco3)cn3ccnc23)cc1,.,97.4,58.0,31.4,102.4,-1.6*,34.7,78.4
[O-][n+]1onc(-c2csc(-n3nc(C(F)(F)F)cc3C(F)(F)F)n2)c1-c1ccccc1,89.9,84.8,.,91.3,103.4,81.9,82.5,95.0
Oc1c(N=Nc2nn[nH]n2)ccc2ccccc12,.,62.1,38.4,85.4,94.6,77.8,77.1,.
Cc1ccc(N=C2CSc3nnc(-c4csc5c4CCCC5)n3N2)cc1,41.9,5.9*,19.0,27.9,63.2,26.5,67.7,16.8
CC(=O)Nc1cccc(Nc2nc(-c3ccccc3)n3ncc(C#N)c3n2)c1,74.3,94.7,79.1,61.9,107.2,60.4,74.1,82.1
Cc1ccc(S(=O)(=O)N(CCc2ccc(Cl)cc2)S(=O)(=O)c2ccc(C)cc2)cc1,.,105.5,87.6,102.9,93.9,88.3,88.1,83.7
NCC[C@@H](N)C[C@H]1O[C@@H](n2cnc3c(N)ncnc32)[C@H](O)[C@@H]1O,99.4,100.0,98.7,98.7,118.0,100.7,99.7,99.6
C=CC(=O)N[C@@H](Cc1ccc(-c2cc(Cl)cc(Cl)c2)cc1)[C@@H](O)[C@H](O)C(=O)O,93.0,99.4,99.3,79.0,107.2,79.0,93.9,105.2
Oc1cccc(C=Nc2ccc(Nc3ncnc4sc5c(c34)CCN(Cc3ccccc3)C5)cc2)c1,96.2,103.2,97.6,93.2,111.3,107.9,92.2,103.6
N=C(N)c1ccc(O)cc1,.,102.9,105.1,102.3,104.4,99.8,100.8,95.3
Cn1cc([C@@H]2Nc3ccc4[nH]ncc4c3[C@H]3[C@H]4CCC(C4)[C@H]32)c(C(F)(F)F)n1,67.1,27.5,30.5,53.0,62.0,41.1,64.1,27.6
O=C(CCN1CCCCC1)CCN1CCCCC1,105.8,110.0,98.2,96.9,108.5,91.8,88.9,95.1
Cc1ccc(-c2cc(-c3ccccc3)[nH]c(=O)c2C#N)s1,101.5,109.8,94.2,101.3,.,91.1,92.2,101.8
COc1ccc(Cc2nn(CC(=O)N/N=C/c3ccc(Br)cc3)c(=O)c3c(C)noc23)cc1,55.1,57.6,85.7,2.7*,70.2,6.9*,-15.0*,40.5
CCOc1ccccc1-n1c(CN2CCN(C(=O)COc3ccc(CNCCCCCCN4C5CCCC4CC(OC(=O)Nc4cc(C)ccc4OC)C5)cc3)CC2)nc2ccccc2c1=O (stereo unspecified),-92.1*,-77.6*,-96.5*,-92.0*,-93.0*,-88.2*,-90.2*,-64.9*
COc1ccc2c(c1OC)CN(C(=O)C(C)(O)COC(C)=O)C(=O)O2 (stereo unspecified),104.5,104.9,100.6,108.8,104.2,92.1,98.4,96.2
Nc1ccc(N)c(Cl)c1,103.0,98.8,96.9,95.1,105.4,101.3,.,48.3
CN1CCN(c2c(F)cc(NC3=C(Cl)C(=O)c4ncccc4C3=O)cc2F)CC1,91.0,76.5,100.0,111.3,69.8,109.2,41.0,5.7*
CC(=O)c1cc2c(cc1C)C(C)(C)CC(C)C2(C)C (stereo unspecified),97.8,94.9,101.9,85.3,117.9,80.6,88.7,97.5
Fc1ccccc1-c1cnn2cc(-c3ccccc3)cnc12,102.9,105.3,100.8,102.9,112.7,94.2,100.0,93.3
